TcdB GH inh: blocks C. difficile toxin B glycohydrolase activity; inhibition, % at 9.99 µM; P18177; actives 0.24% (n = 350,000); TcdB glycohydrolase enzymatic assay, plate reader; in the data active = inhibition above about 10%
Active calls of the source: *.

`C[C@@H]1CN([C@@H](C)CO)C(=O)c2c(c3ccccc3n2C)-c2ccccc2CO[C@@H]1CN(C)Cc1ccc2c(c1)OCO2` gave TcdB GH inh 0.6.
Screening COc1ccccc1-c1ccc2c(c1)O[C@H](CN(C)C(=O)c1ccccc1)[C@@H](C)CN([C@@H](C)CO)S2(=O)=O returned TcdB GH inh 1.2.
N#Cc1ccc2nc(-c3ccc(CN4CCC5(CC4)CNc4ccccc45)cc3)c(-c3ccccc3)nc2c1 was read as TcdB GH inh 0.8.
Screening CO[C@H]1CN(C)C(=O)c2ccc(NC(=O)NC(C)C)cc2OC[C@@H](C)N(C(=O)NC(C)C)C[C@H]1C returned TcdB GH inh -1.0.
`Cc1ccc(S(=O)(=O)Nc2ccc3c(c2)C(=O)N([C@@H](C)CO)C[C@H](C)[C@@H](CN(C)S(=O)(=O)c2cccs2)OCCCC[C@@H](C)O3)cc1` gave TcdB GH inh 0.9.
CN(C)C(=O)c1ccc(-c2ccccc2[C@H]2[C@H](C#N)N(C(=O)C3CCC3)[C@H]2CO)cc1 was read as TcdB GH inh 1.3.
`C[C@H]1CN([C@@H](C)CO)C(=O)c2cc(/C=C/c3ccccc3)cnc2O[C@@H]1CN(C)C(=O)c1ccncc1` gave TcdB GH inh -0.5.
`O=C(c1ccccc1F)N1C[C@H]2[C@@H](c3ccccc31)[C@H](CO)N2Cc1ccc2c(c1)OCO2` gave TcdB GH inh -0.2.
Screening C[C@@H]1CN([C@@H](C)CO)C(=O)c2cc(NC(=O)C3CCCCC3)ccc2O[C@@H]1CN(C)CC1CC1 returned TcdB GH inh -1.5.
For C[C@H](CO)N1C[C@H](C)[C@@H](CN(C)S(=O)(=O)c2ccc(Cl)cc2)Oc2c(NS(=O)(=O)c3ccc(F)cc3)cccc2C1=O the results were TcdB GH inh -8.8.

4 compounds picked at random from those above, as already listed:
`C[C@@H]1CN([C@@H](C)CO)C(=O)c2c(c3ccccc3n2C)-c2ccccc2CO[C@@H]1CN(C)Cc1ccc2c(c1)OCO2` gave TcdB GH inh 0.6.
`C[C@H]1CN([C@@H](C)CO)C(=O)c2cc(/C=C/c3ccccc3)cnc2O[C@@H]1CN(C)C(=O)c1ccncc1` gave TcdB GH inh -0.5.
Screening C[C@@H]1CN([C@@H](C)CO)C(=O)c2cc(NC(=O)C3CCCCC3)ccc2O[C@@H]1CN(C)CC1CC1 returned TcdB GH inh -1.5.
Screening CO[C@H]1CN(C)C(=O)c2ccc(NC(=O)NC(C)C)cc2OC[C@@H](C)N(C(=O)NC(C)C)C[C@H]1C returned TcdB GH inh -1.0.

Continuation:
For CNC[C@H]1Oc2cc(C#Cc3ccncc3)ccc2S(=O)(=O)N([C@H](C)CO)C[C@H]1C the results were TcdB GH inh -0.6.
COc1ccccc1C#Cc1cnc2c(c1)C(=O)N([C@@H](C)CO)C[C@H](C)[C@@H](CN(C)C)O2 was read as TcdB GH inh -0.9.
Screening C[C@@H]1CN([C@H](C)CO)C(=O)c2cccc(NS(=O)(=O)c3ccc(Cl)cc3)c2O[C@H]1CN(C)Cc1ccc(C(=O)O)cc1 returned TcdB GH inh -0.6.
CCCNC(=O)N1CC(=O)N2[C@H](CO)[C@@H](c3ccc(C#CCC4CCCC4)cc3)[C@H]2C1 was read as TcdB GH inh -0.3.
For C[C@@H]1CCCCO[C@@H](CN(C)S(C)(=O)=O)[C@@H](C)CN([C@H](C)CO)C(=O)c2cc(NC(=O)Nc3ccc4c(c3)OCO4)ccc2O1 the results were TcdB GH inh -0.1.
`Cc1ccc(S(=O)(=O)Nc2ccc3c(c2)CC(=O)N([C@H](C)CO)C[C@@H](C)[C@H](CN(C)S(=O)(=O)c2ccc(C)cc2)O3)cc1` gave TcdB GH inh 0.2.
`CC(C)NC(=O)Nc1cccc2c1O[C@H](CN(C)S(=O)(=O)c1cn(C)cn1)[C@@H](C)CN([C@@H](C)CO)C2=O` gave TcdB GH inh -0.2.
For C[C@@H]1CCCCO[C@@H](CN(C)C(=O)c2ccccc2)[C@H](C)CN([C@H](C)CO)C(=O)c2cc(NS(=O)(=O)c3ccc(F)cc3)ccc2O1 the results were TcdB GH inh -0.4.
Screening COc1ccc2c3c([nH]c2c1)[C@@H](CO)N(C(C)=O)CC31CCN(C(=O)Nc2ccccc2F)CC1 returned TcdB GH inh 0.1.
C[C@@H]1CN([C@H](C)CO)C(=O)c2cc(NC(=O)c3ccccc3)ccc2O[C@@H](C)CCCCO[C@H]1CN(C)C(=O)Nc1ccc(F)cc1 was read as TcdB GH inh -0.5.

Already shown: 2 of the compounds above.
Screening C[C@@H]1CN([C@H](C)CO)C(=O)c2cccc(NS(=O)(=O)c3ccc(Cl)cc3)c2O[C@H]1CN(C)Cc1ccc(C(=O)O)cc1 returned TcdB GH inh -0.6.
CCCNC(=O)N1CC(=O)N2[C@H](CO)[C@@H](c3ccc(C#CCC4CCCC4)cc3)[C@H]2C1 was read as TcdB GH inh -0.3.

Going on with the list:
Screening COC(=O)C1=C(C)N(Cc2ccccc2C(F)(F)F)C(=NCc2cccc(C(F)(F)F)c2)NC1c1ccc(F)cc1 (configuration not stated) returned TcdB GH inh 1.7.
COc1ccc(CN(C)C[C@H]2Oc3c(NC(=O)Nc4ccc(C(F)(F)F)cc4)cccc3C(=O)N([C@@H](C)CO)C[C@@H]2C)cc1 was read as TcdB GH inh 0.4.
CO[C@H](CN(C)S(=O)(=O)c1cccc(Cl)c1)[C@H](C)CN([C@@H](C)CO)S(=O)(=O)c1ccc(Cl)cc1 was read as TcdB GH inh 0.5.
Screening COc1ccc(NC(=O)N(C)C[C@@H]2Oc3ccc(NC(=O)Nc4ccc(F)cc4)cc3C(=O)N([C@H](C)CO)C[C@H]2C)cc1 returned TcdB GH inh -0.3.
`CO[C@@H]1CN(C)C(=O)c2ccc(NC(=O)c3ccccc3)cc2OC[C@H](C)N(CC2CC2)C[C@H]1C` gave TcdB GH inh 0.9.
For C[C@H]1CN([C@@H](C)CO)C(=O)c2cc(NC(=O)CCCN(C)C)ccc2O[C@@H]1CN(C)C the results were TcdB GH inh 0.9.
`CCNC(=O)C[C@H]1CC[C@H]2[C@H](COc3ccc(NC(=O)c4cscn4)cc3C(=O)N2C)O1` gave TcdB GH inh -2.3.
Screening C[C@@H]1CN([C@H](C)CO)C(=O)c2cc(NC(=O)CCC(F)(F)F)ccc2O[C@@H]1CN(C)C(=O)Nc1cccc2ccccc12 returned TcdB GH inh 0.3.
Screening C[C@@H]1CN([C@@H](C)CO)C(=O)c2cc(Br)cnc2O[C@H]1CN(C)Cc1ccccn1 returned TcdB GH inh -0.6.
Screening CO[C@@H](C(=O)N(C)C[C@H]1OCc2ccccc2-c2ccccc2C(=O)N([C@@H](C)CO)C[C@@H]1C)c1ccccc1 returned TcdB GH inh 0.4.
C/C=C/c1ccc2c(c1)O[C@@H](CN(C)Cc1cccc(F)c1)[C@H](C)CN([C@H](C)CO)S2(=O)=O was read as TcdB GH inh 1.2.
`O=C(CN1CCOCC1)N1CC(=O)N2[C@H](CO)[C@H](c3ccc(-c4cccc(F)c4)cc3)[C@@H]2C1` gave TcdB GH inh 0.6.
CO[C@H](CN(C)Cc1ccc(-c2ccccn2)cc1)[C@@H](C)CN(C(=O)Nc1ccc(F)cc1)[C@@H](C)CO was read as TcdB GH inh -1.4.
For N#Cc1ccc(-c2ccc([C@@H]3[C@@H](CO)N4C(=O)CN(C(=O)C5CCC5)C[C@H]34)cc2)cc1 the results were TcdB GH inh 3.3.
Screening C[C@@H]1CN([C@H](C)CO)C(=O)c2cc(-c3ccc(C#N)cc3)cnc2O[C@H]1CN(C)C(=O)CN(C)C returned TcdB GH inh 0.8.
For O=C(C[C@@H]1CC[C@H](NC(=O)c2ccccn2)[C@H](CO)O1)NCc1cc(F)cc(F)c1 the results were TcdB GH inh -0.1.
Screening CN(C)C(=O)[C@H]1[C@H](CO)[C@H]2Cn3c(ccc(-c4ccc(F)cc4)c3=O)[C@H]2N1C(=O)c1ccccn1 returned TcdB GH inh -7.1.
`CNC[C@H]1Oc2c(NC(=O)Nc3ccc4c(c3)OCO4)cccc2C(=O)N([C@H](C)CO)C[C@@H]1C` gave TcdB GH inh -2.1.
Screening CC(C)C#Cc1ccc2c(c1)O[C@@H](CN(C)C(=O)c1cccc(F)c1)[C@H](C)CN([C@@H](C)CO)S2(=O)=O returned TcdB GH inh -0.7.
`CCCNC(=O)N(C)C[C@H]1Oc2ncc(C#CC3CCCCC3)cc2C(=O)N([C@H](C)CO)C[C@@H]1C` gave TcdB GH inh -0.2.
For Cc1noc(C)c1NC(=O)Nc1ccc2c(c1)C(=O)N([C@@H](C)CO)C[C@@H](C)[C@H](CN(C)Cc1ccncc1)O2 the results were TcdB GH inh 0.9.
For O=C([C@H]1[C@H](CO)[C@H]2Cn3c(ccc(-c4ccccc4F)c3=O)[C@H]2N1CC1CC1)N1CCCCC1 the results were TcdB GH inh 0.7.
Screening C[C@@H](NC(=O)N(C)C[C@@H]1OCc2ccccc2-c2ccccc2C(=O)N([C@@H](C)CO)C[C@@H]1C)c1ccccc1 returned TcdB GH inh -0.6.
CCC(=O)N(C)C[C@H]1Oc2ncc(C#Cc3ccccc3OC)cc2C(=O)N([C@@H](C)CO)C[C@@H]1C was read as TcdB GH inh -4.8.
`Cc1ccc(-c2cnc3c(c2)C(=O)N([C@H](C)CO)C[C@H](C)[C@@H](CN(C)C)O3)cc1` gave TcdB GH inh 0.0.
`O=C(C1CCCC1)N1CC(=O)N2[C@H](C1)[C@H](c1ccc(C#CCc3ccccc3)cc1)[C@@H]2CO` gave TcdB GH inh 0.3.
For C[C@@H]1CN([C@H](C)CO)C(=O)c2cc(C3=CCCCC3)cnc2O[C@H]1CN(C)C(=O)c1cccc(F)c1 the results were TcdB GH inh 1.3.
O=C(C[C@H]1CC[C@H]2[C@@H](COC[C@H](O)CN2Cc2ccncc2)O1)NCC1CC1 was read as TcdB GH inh -0.6.
Screening Cc1noc(C)c1S(=O)(=O)Nc1ccc2c(c1)CC(=O)N([C@@H](C)CO)C[C@H](C)[C@@H](CN(C)CC1CCCCC1)O2 returned TcdB GH inh 0.0.
Screening C[C@H](CO)N1C[C@H](C)[C@@H](CN(C)S(=O)(=O)c2ccc(Cl)cc2)Oc2c(NC(=O)Nc3ccc(F)cc3)cccc2C1=O returned TcdB GH inh 0.7.
For C[C@@H]1CN([C@@H](C)CO)C(=O)c2cc(NC(=O)CCC(F)(F)F)ccc2O[C@@H](C)CCCCO[C@@H]1CN(C)C(=O)Nc1ccc(C(F)(F)F)cc1 the results were TcdB GH inh -0.2.
Screening OC[C@@H]1[C@@H]2c3ccccc3NC[C@@H]2N1Cc1cccnc1 returned TcdB GH inh -5.0.
CC(C)NC(=O)Nc1ccc2c(c1)CC(=O)N([C@H](C)CO)C[C@H](C)[C@H](CN(C)Cc1ccc(-c3ccccc3)cc1)O2 was read as TcdB GH inh 0.3.
Screening CC(C)CC#Cc1cnc2c(c1)C(=O)N([C@H](C)CO)C[C@H](C)[C@@H](CN(C)CC1CCOCC1)O2 returned TcdB GH inh -1.0.
For O=C(NC1CCC1)[C@H]1[C@H](CO)[C@H]2Cn3c(ccc(-c4ccncc4)c3=O)[C@@H]1N2Cc1cocn1 the results were TcdB GH inh 0.4.
For O=C(C[C@@H]1C[C@@H]2c3cc(NC(=O)c4ccc5c(c4)OCO5)ccc3O[C@@H]2[C@H](CO)O1)NCCc1ccccc1 the results were TcdB GH inh -2.0.
`COc1ccccc1CN(C)C[C@H]1OCc2ccccc2-c2c(n(C)c3ccccc23)C(=O)N([C@H](C)CO)C[C@H]1C` gave TcdB GH inh 0.3.
Screening O=C(NCC[C@@H]1CC[C@@H](NS(=O)(=O)c2ccc(F)cc2)[C@@H](CO)O1)c1ccc2c(c1)OCO2 returned TcdB GH inh 1.5.
`C[C@H]1CN([C@@H](C)CO)C(=O)c2cc(NS(=O)(=O)c3ccc(Cl)cc3)ccc2O[C@H]1CN(C)CC1CCCCC1` gave TcdB GH inh 0.3.
`C[C@H]1CN([C@@H](C)CO)C(=O)c2cc(NS(=O)(=O)c3ccc(F)cc3)ccc2O[C@@H]1CN(C)S(=O)(=O)c1cn(C)cn1` gave TcdB GH inh -0.8.
For C[C@H]1CN([C@@H](C)CO)C(=O)c2cccc(NC(=O)Nc3ccc(F)cc3)c2O[C@@H]1CN(C)S(=O)(=O)c1ccc(Cl)cc1 the results were TcdB GH inh -0.4.
Screening O=c1c(-c2cc3ccccc3[nH]2)nc2ccccc2n1C(CCc1ccccc1)c1nc2ccccc2[nH]1 (configuration not stated) returned TcdB GH inh 1.1.
`O=C(CN1CCOCC1)NCC[C@H]1CC[C@@H](NC(=O)Nc2ccccc2)[C@@H](CO)O1` gave TcdB GH inh -1.7.
For CCC(=O)N(C)C[C@@H]1[C@H](c2ccc(-c3ccccc3F)cc2)[C@H](CO)N1C(C)=O the results were TcdB GH inh 1.5.
`COc1ccc(NC(=O)Nc2ccc3c(c2)C(=O)N([C@H](C)CO)C[C@@H](C)[C@H](CN(C)Cc2ccc(C(F)(F)F)cc2)OCCCC[C@@H](C)O3)cc1` gave TcdB GH inh 0.3.
For O=C(C1CCOCC1)N1CC(=O)N2[C@H](CO)[C@H](c3ccc(C#CCc4ccccc4)cc3)[C@@H]2C1 the results were TcdB GH inh -0.2.
For CC(C)NC(=O)N(C)C[C@H]1Oc2ncc(C#CC3CC3)cc2C(=O)N([C@H](C)CO)C[C@H]1C the results were TcdB GH inh -0.6.
`O=C(C[C@H]1C[C@@H]2c3cc(NC(=O)c4cccnc4)ccc3O[C@@H]2[C@@H](CO)O1)NCc1ccc(Oc2ccccc2)cc1` gave TcdB GH inh -1.0.
For C[C@@H]1CCCCO[C@H](CN(C)Cc2ccccc2)[C@H](C)CN([C@@H](C)CO)C(=O)c2cc(NS(C)(=O)=O)ccc2O1 the results were TcdB GH inh 1.0.
Screening COc1ccc(NC(=O)N(C)C[C@H]2OCc3ccccc3-c3c(n(C)c4ccccc34)C(=O)N([C@H](C)CO)C[C@H]2C)c(OC)c1 returned TcdB GH inh 0.1.

Compound activity (PubChem BioAssay)

A portion of the library, so the mix of outcomes need not match the whole.
